# NPY Y2 blocker: blocks the human neuropeptide Y Y2 receptor; P49146; NPY-Y2 expressing cells, antagonist mode; inhibition, % at 2.7 µM; actives 0.99% (n = 140,000); in the data active = inhibition above about 17%;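 note: 0% = vehicle with agonist challenge and 100% = reference antagonist with challenge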
# Target sequence (P49146 whole entry, looked up): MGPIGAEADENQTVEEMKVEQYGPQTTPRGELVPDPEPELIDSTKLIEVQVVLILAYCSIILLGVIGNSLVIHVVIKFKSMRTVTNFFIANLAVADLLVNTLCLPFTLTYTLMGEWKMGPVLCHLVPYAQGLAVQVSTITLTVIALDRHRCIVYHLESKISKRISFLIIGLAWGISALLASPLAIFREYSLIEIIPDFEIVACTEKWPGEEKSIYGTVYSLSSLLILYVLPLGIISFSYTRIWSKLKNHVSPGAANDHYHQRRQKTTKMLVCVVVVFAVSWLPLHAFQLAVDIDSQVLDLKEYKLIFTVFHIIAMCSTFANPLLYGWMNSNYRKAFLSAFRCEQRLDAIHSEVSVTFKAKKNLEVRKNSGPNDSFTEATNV
# GALR2 blocker: antagonists of human galanin receptor 2 (GALR2); GALR2-expressing cells, antagonist mode; AID 828; inhibition, % at 4 µM; O43603; actives 0.39% (n = 140,000); in the data active = inhibition above about 27%;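 note: cells stimulated with galanin 1-16 at roughly its EC80; 0% = agonist challenge control and 100% = basal control without agonist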
# Target sequence (O43603 whole entry, looked up): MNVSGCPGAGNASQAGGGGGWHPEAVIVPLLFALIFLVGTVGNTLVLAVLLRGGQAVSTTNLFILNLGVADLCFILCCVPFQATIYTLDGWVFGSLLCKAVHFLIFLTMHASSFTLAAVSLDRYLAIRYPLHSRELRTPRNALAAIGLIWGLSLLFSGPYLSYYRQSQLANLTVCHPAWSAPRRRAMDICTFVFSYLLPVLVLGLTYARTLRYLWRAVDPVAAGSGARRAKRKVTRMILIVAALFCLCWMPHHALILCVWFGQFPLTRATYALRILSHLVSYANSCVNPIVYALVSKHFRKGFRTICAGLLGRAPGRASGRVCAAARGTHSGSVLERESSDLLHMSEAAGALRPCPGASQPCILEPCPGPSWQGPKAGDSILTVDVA
# BB579 growth dn: chemicals that inhibit yeast BB579 growth in restrictive medium (lifespan-shortening candidates); S. cerevisiae BB579 growth, OD615, 48 h; inhibition, % at 10 µM; actives 0.51% (n = 140,000); AID 804;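 active = inhibition above a set limit, 3 SD over the mean compound inhibition, cut at about 44% in these data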; note: inactives centre near -24
#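 controls = amphotericin B 10 µg/mL, positive | assay system = DeaD yeast strain BB579 | schedule = 48 h compound exposure at 30 °C after 4 h preincubation | detection = OD615 turbidity measurement | medium = restrictive CSMM-D medium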
# MRP1 act: activators of MRP-1; actives 0.61% (n = 140,000); viability increase, % at 10 µM; AID 799; H69AR cells + doxorubicin, viability rescue, CellTiter-Glo;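 active = viability gain under doxorubicin at or above a set limit, the compound median plus 3 SD, cut at about 4.7% in these data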;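 note: MRP-1 overexpressing cells given doxorubicin 25 µM after compound pretreatment; 18-22 h compound pretreatment then 72 h with doxorubicin before readout; 0% = doxorubicin-only wells and 100% = vehicle-treated cells without doxorubicin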
# Measles CPE: protection of cells from measles virus; Measles virus-infected cells, CPE protection, absorbance; protection (pct of control), % at 4 µM; actives 1.5% (n = 140,000); AID 841; in the data active = protection mostly above about 24%, no sharp cut-off; inactive = mostly below about 26%; note: some compounds called inactive have numbers as strong as hits
# Yeast life ext: yeast lifespan extension | S. cerevisiae growth with nicotinamide, OD615; deaD strain in restrictive glucose medium | inhibition of the nicotinamide effect, % at 10 µM | actives 0.68% (n = 130,000);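 active = inhibition above a set limit, placed 3 SD over the median of all compounds, cut at about 26% in these data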;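 note: 0% = nicotinamide-treated wells and 100% = cells grown without nicotinamide; some compounds called inactive have numbers as strong as hits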
#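 Assay system: DeaD-strain S. cerevisiae. Medium: CSMM-D glucose medium, restrictive. Reagent: nicotinamide, 1.5 mM, co-present with compound. Compound: 10 µM single point, 0.25% DMSO. Schedule: culture preincubation 4 h, compound exposure 48 h, both 30 °C. Detection: absorbance at 615 nm.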
# E-sel TNF inh: TNF alpha driven E-selectin expression inhibition; HUVEC TNFa-induced E-selectin immunofluorescence, high content; inhibition, % at 2 µM; actives 0.71% (n = 120,000); AID 1246;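 active = inhibition above the batch mean plus 3 SD, and confirmed as a hit on visual image review, cut at about 43% in these data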;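 note: 0% = TNF-stimulated DMSO wells and 100% = unstimulated control wells; not every result past the cut was called active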
# bCat KO growth: beta-catenin-lacking colon tumor cell growth suppression. viability, % at 10 µM. actives 1.5% (n = 140,000). HCT116 beta-catenin knockout viability, CellTiter-Glo, 60 h; stronger effect = lower value;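 active = viability at or under a set limit, the compound median less 4 SD, cut at about 6% in these data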;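 note: 0% = Hyamine 1622 control at 20 µM and 100% = untreated cell control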
# Phagocytosis inh: inhibitors of macrophage phagocytosis; J774A.1 macrophage IgG-bead phagocytosis, imaging; AID 1029; actives 0.07% (n = 110,000); inhibition, % at 5 µM;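 active = inhibition above the mean of the plate negative controls plus 5 SD, cut at about 13% in these data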;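 note: phagocytic index as fraction of beads internalized from green versus red external bead signal; plate controls were DMSO negative control for no effect and cytochalasin-D positive control for full effect; some results beyond the cut were filed as inactive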
# HCT116 PTEN-null: suppresses growth of cells with PTEN deletion. HCT116 PTEN-null viability, CellTiter-Glo, 60 h; stronger effect = lower value. viability, % at 10 µM. AID 827. actives 1.2% (n = 140,000);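 active = viability at or below a set limit, 4 SD under the median of all tested compounds, cut at about 3.7% in these data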;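 note: PTEN knockout HCT116 line with beta catenin targeted HCT116 as companion control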
# Starred values were filed as active, the others as inactive; . = no result given.
Molecule,NPY Y2 blocker,GALR2 blocker,BB579 growth dn,MRP1 act,Measles CPE,Yeast life ext,E-sel TNF inh,bCat KO growth,Phagocytosis inh,HCT116 PTEN-null
Cc1ccc(CNC(=O)CS(=O)Cc2nc(-c3ccccc3C)oc2C)cc1 (configuration not stated),5.5,-2.3,-28.3,-0.3,7.1,-7.0,16.9,99.5,.,98.1
CCCCC(CC(O)COCC(C)C)C(=O)NNC(=S)Nc1ccccc1 (configuration not stated),3.1,5.0,4.2,-1.6,8.4,-0.9,15.4,76.1,-8.2,77.2
c1ccc(-n2nnnc2Sc2n[nH]c(-c3ccncc3)n2)cc1,-1.0,10.3,-50.8,-0.4,10.4,3.6,29.3,105.5,-1.1,111.6
O=C(Cc1ccc(F)cc1)N/N=C/c1ccncc1,3.2,1.8,-2.5,-2.6,18.6,0.4,.,98.9,-1.5,95.5
O=C(c1ccc(-c2nnc(Nc3cccc(Cl)c3)c3ccccc23)cc1)N1C[C@H]2C[C@H](C1)c1cccc(=O)n1C2,3.6,-3.8,-44.3,-2.6,7.8,-23.5,3.8,78.1,4.2,83.0
Cc1[nH]c2ccccc2c1/C=N/Nc1nc(Nc2ccccc2)nc(N2CCOCC2)n1,-3.0,15.5,-35.6,-3.0,1.9,-10.6,6.9,21.4,.,13.4
Cc1ccc(NC(=O)CN2CCC(NC(=O)Cc3ccccc3)CC2)cc1C,0.7,-3.5,-47.4,-2.9,12.0,-17.0,38.8,91.5,.,93.7
COCCNC(=S)NC1CC2CCCC(C1)N2Cc1cccs1 (configuration not stated),1.3,-4.1,-14.1,-1.9,8.7,-10.2,.,106.0,.,102.3
O=c1oc2ccccc2cc1-c1nc(-c2ccccc2)no1,2.4,-2.9,-54.9,-0.9,.,-13.7,18.0,95.1,0.4,95.7
CC1(C)CC(=O)C(C=NCCN2CCN(C(=O)c3ccc(Br)cc3)CC2)=C(O)C1,0.7,11.2,-4.3,-0.9,3.4,.,-14.4,100.3,.,99.3
CCn1ncc(Br)c1C(=O)Nc1ccc(F)cc1F,1.7,-3.1,-4.7,-1.2,2.0,-36.3,-13.7,81.1,-0.5,83.8
COC(=O)C(C)(C)ONC(=O)Nc1ccc(Br)cc1,1.0,5.9,-28.6,0.5,10.8,-4.1,25.4,100.2,-3.8,95.2

# The results go on:
Molecule,NPY Y2 blocker,GALR2 blocker,BB579 growth dn,MRP1 act,Measles CPE,Yeast life ext,E-sel TNF inh,bCat KO growth,Phagocytosis inh,HCT116 PTEN-null
CC1CCCN(C/C=C/c2ccccc2[N+](=O)[O-])C1 (configuration not stated),1.9,-13.4,-40.4,-4.2,5.5,1.6,-33.0,93.7,-2.2,87.8
O=C(CCCC(=O)OCC(Cl)=C(Cl)Cl)Nc1cccc(F)c1,2.1,-6.8,-34.2,-0.8,15.4,-7.6,-22.6,102.7,1.5,106.0
CCCCn1nc(C(=O)Nc2nc3c(s2)CCCC3)c2ccccc2c1=O,0.9,-10.5,-5.8,2.7,17.8,-3.0,.,58.5,-4.8,47.8
O=[N+]([O-])c1ccccc1/C=N/N1CCN(c2ccc(Cl)cc2)CC1,3.8,-2.1,-13.7,0.2,16.2,-0.2,9.4,86.9,-1.3,80.2
CCc1ccc2[nH]c(=O)c(C(c3nnnn3CC3CCCO3)N3CCCc4ccccc43)cc2c1 (configuration not stated),1.1,8.3,-4.7,-2.4,18.8,18.8,1.6,87.2,0.6,84.4
Cc1cccc(NC(=O)c2sc(Cl)nc2C)c1C,17.9*,5.4,-21.0,0.5,9.6,0.0,.,95.3,0.5,91.8
CCOC(=O)c1ccccc1N=N/C(C(C)=O)=C(/C)O,4.0,-4.4,-8.8,-0.8,4.3,-3.2,-3.8,96.9,-2.3,91.9
CCCC1=NCCn2cccc21,1.2,4.4,-0.3,-3.3,3.3,-22.9,7.0,79.4,.,80.4
Cc1ccc(C(=O)NCC(=O)OCC(=O)/C=C2\N(C)c3ccccc3C2(C)C)cc1C,5.7,5.9,-27.9,-1.0,5.3,0.3,-7.2,78.5,-3.0,81.3
COc1cc(C(=O)NCCOc2ccccc2C)c(Br)c(OC)c1OC,0.0,-2.7,-7.5,-1.6,34.2,0.2,.,95.6,1.2,97.3
C/C(=N\NC(=O)c1ccc(CSc2nncn2C)cc1)c1ccc2ccccc2c1,4.2,-13.7,-36.1,-0.6,9.0,3.5,0.3,104.1,-2.7,94.5
CC1(C)CC(=O)C2=C(C1)N(c1ccc(F)cc1)C(N)=C(C#N)C2c1cccs1 (configuration not stated),-0.4,-6.1,1.3,-5.3,21.2,-16.0,-0.3,92.5,1.4,89.0

# Following part:
Molecule,NPY Y2 blocker,GALR2 blocker,BB579 growth dn,MRP1 act,Measles CPE,Yeast life ext,E-sel TNF inh,bCat KO growth,Phagocytosis inh,HCT116 PTEN-null
CCSc1nnc(NC(=O)c2nn(C(C)C)c(=O)c3ccccc23)s1,5.4,4.2,-53.8,-4.3,18.6,-14.5,-30.8,104.3,-1.1,92.6
N#Cc1cc2c(nc1SCc1cccnc1)CCC2,-1.1,-4.3,-7.8,0.5,18.5,-3.5,12.5,103.9,-1.5,103.4
CCn1cc(C(=O)NCc2ccccc2)c(=O)c2cc(F)c(N3CCN(C(=O)c4ccco4)CC3)cc21,0.7,-4.1,-63.5,-1.9,8.0,-8.2,17.6,58.1,-1.6,44.1
COc1ccc(-c2cn(-c3ccc(Br)cc3)c3[n+]2CCS3)cc1,1.4,2.2,-40.4,-1.2,5.1,11.0,-4.6,60.7,-9.9,61.9
Clc1ccc(-c2nnc(SCc3nc(-c4ccccc4)no3)o2)cc1,3.9,4.9,-31.1,-0.8,6.5,-3.5,.,88.5,0.0,81.3
Cc1cc(Cl)ccc1NC(=S)N1CCN(Cc2ccc3c(c2)OCO3)CC1,-0.4,-2.0,-41.1,-1.9,4.2,4.6,2.7,85.2,-1.1,89.1
C/C(=N\n1c(C)cc(C)c(C#N)c1=O)c1cccs1,1.3,-3.2,-7.8,-1.4,6.3,-1.9,14.0,84.3,.,81.3
CCOC(=O)C1CCCN(C(=O)c2cn(CC)c3ccc(S(=O)(=O)N(C)C)cc3c2=O)C1 (configuration not stated),3.9,8.0,-10.6,-1.1,7.7,-7.5,.,86.2,.,100.2
O=C(O)/C=C/c1coc2ccccc2c1=O,3.1,2.9,-10.8,-2.9,22.7,2.7,.,93.9,-10.8,86.3
C/C(=N\NS(=O)(=O)c1ccc(C)cc1)c1ccc(C)s1,2.0,13.2,-0.4,-2.9,30.1,-18.8,13.9,96.0,.,90.0
Cc1ccc(NS(=O)(=O)c2cccc(C(=O)OCC(=O)NCc3ccco3)c2)cc1,0.5,2.3,-38.1,-1.5,22.7,-8.0,-11.6,81.3,0.3,80.8
CC(C)CC(NC(=O)c1ccc(Cl)cc1Cl)C(=O)O (configuration not stated),7.8,-8.6,-6.3,0.7,6.6,8.4,6.2,93.8,-0.8,98.8

# Following part
Molecule,NPY Y2 blocker,GALR2 blocker,BB579 growth dn,MRP1 act,Measles CPE,Yeast life ext,E-sel TNF inh,bCat KO growth,Phagocytosis inh,HCT116 PTEN-null
NC(=O)c1cnn(Cc2ccc(Cl)cc2)c1N,1.7,6.8,2.4,-0.9,19.9,-7.6,-15.1,97.5,-0.5,106.2
COc1ccccc1OCc1nc2ccccc2s1,3.8,1.4,-37.9,-3.8,17.8,-11.8,-13.1,71.1,-0.4,80.2
CC1CCN(C(=O)CCc2ccc(Oc3cc([N+](=O)[O-])cc([N+](=O)[O-])c3)cc2)CC1,5.5,-9.5,-35.8,-1.6,4.4,8.4,.,84.7,-14.1,85.3
O=C(NC1CCCCC1)C(c1cccs1)N(C(=O)c1ccccn1)c1ccccc1 (configuration not stated),3.7,10.2,-50.9,0.6,13.0,3.3,.,100.4,-9.1,94.8
Cc1cnc(NC(=O)CSc2nnc(-c3ccc(Cl)cc3Cl)n2N)s1,0.6,6.6,-61.3,-1.0,9.3,-1.8,-9.6,98.0,-1.4,88.3
NC(=O)C1CC=CCC1C(=O)OCC(Cl)=C(Cl)Cl (configuration not stated),0.2,2.5,-1.1,-1.6,2.0,-21.6,-5.3,102.3,0.8,110.2
CC(=O)NCCSCCNC(C)=O,0.8,8.9,-34.2,2.5,19.8,.,5.5,80.9,-0.3,95.1
COCCNC(=O)c1ccccc1NS(=O)(=O)c1ccc(C)c([N+](=O)[O-])c1,3.5,-4.8,-17.4,-1.4,26.1,-1.8,-3.4,92.2,-3.0,86.1
Cc1ccc(-c2nn(-c3ccccc3)cc2C2SCC(=O)N2Cc2ccccc2)o1 (configuration not stated),6.5,1.1,-10.6,1.0,34.6,-5.1,1.7,73.6,0.8,64.8
CCOC(=O)C1=C(C)N(c2nonc2NC(C)=O)C(N)=C(C#N)C1c1ccccc1F (configuration not stated),0.2,5.5,-16.2,-2.1,7.2,-2.6,.,90.0,-1.2,83.3
CCOC(=O)c1ccc(N2C(=O)CC(Sc3nc(O)c(CC)c(=O)[nH]3)C2=O)cc1 (configuration not stated),1.3,-11.0,-8.5,-0.2,4.7,-11.0,-10.8,106.2,0.3,105.5
Cc1ccc(-n2c(CNc3ccc(F)cc3)nnc2SCC(=O)N2CCCC2)cc1,0.8,-1.0,6.6,-2.5,1.9,-19.8,-6.2,79.7,1.3,79.2

# Following part.
Molecule,NPY Y2 blocker,GALR2 blocker,BB579 growth dn,MRP1 act,Measles CPE,Yeast life ext,E-sel TNF inh,bCat KO growth,Phagocytosis inh,HCT116 PTEN-null
c1ccc(-c2nnc(CN3CCCc4ccccc43)o2)cc1,1.8,8.3,-40.2,-1.6,4.5,-2.3,1.3,80.3,-0.8,90.4
CCOC(=O)c1cnc(Nc2nc3ccccc3o2)nc1CSC(=S)N1CCCCC1,4.0,-7.7,-11.6,-5.2,5.7,-2.9,3.9,20.5,.,25.8
Oc1ccc(Cl)cc1CNCC1CCCO1 (configuration not stated),0.9,-12.0,-9.4,-1.2,10.4,-0.2,-14.5,92.8,-0.4,99.7
CC(=O)Nc1ccc(SCC(=O)c2cc(C)n(-c3ccccc3F)c2C)cc1,2.0,-0.6,-1.7,-2.2,11.0,11.9,-10.4,64.7,-4.4,65.7
Cc1cc(C)nc(NC(=NCCc2c[nH]c3ccccc23)NC(=O)Nc2ccc(Cl)cc2)n1,-0.5,12.1,-15.2,2.8,.,-2.5,.,49.4,-9.2,46.4
CC1CCCCC1NC(=O)COC(=O)c1ccc(N(C)C)cc1 (configuration not stated),2.4,-2.2,-18.3,-1.4,1.2,-13.2,-18.9,94.1,-0.2,85.1
O=C1COc2ccccc2N1Cc1ccccc1Cl,2.4,12.6,-19.8,-0.6,30.7,-3.9,-3.2,88.2,-0.5,83.1
CCN(CC(=O)NCc1cccs1)C(=O)c1cc(S(=O)(=O)N2CCOCC2)ccc1C,2.2,-6.7,-38.9,0.5,33.0,-13.4,.,103.8,-0.6,101.9
Nc1ccnn1Cc1ccc(Br)s1,1.6,0.7,9.8,2.4,26.5,-5.0,.,91.0,-5.1,84.0

# Source: PubChem BioAssay (several laboratories)
